OX1R antag – blocks the human orexin 1 receptor; O43613; CHO/OX1R cells, Fluo-8 calcium fluorescence, orexin A; inhibition, % at 5 µM; AID 434989; hit rate 0.43% among 330,000;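 active = inhibition above its plate's threshold, mean inhibition of all tested compounds on the plate plus 3 SD, cut at about 37% in these data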;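 also: 0% = orexin A challenge wells and 100% = SB-334867-A antagonist wells; not every result past the cut was called active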
CHT allo act – human CHT allosteric activation; CHT-expressing cells, membrane potential dye, choline EC20; active compounds read high; LV-AA mutant CHT in HEK293 cells; Q9GZV3; AID 488977; hit rate 0.49% among 310,000; B-score at 10 µM;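 active = initial fluorescence not abnormally high and integrated response B-score, plate-corrected, over 3 SD above library mean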
Target sequence (Q9GZV3 whole entry, looked up): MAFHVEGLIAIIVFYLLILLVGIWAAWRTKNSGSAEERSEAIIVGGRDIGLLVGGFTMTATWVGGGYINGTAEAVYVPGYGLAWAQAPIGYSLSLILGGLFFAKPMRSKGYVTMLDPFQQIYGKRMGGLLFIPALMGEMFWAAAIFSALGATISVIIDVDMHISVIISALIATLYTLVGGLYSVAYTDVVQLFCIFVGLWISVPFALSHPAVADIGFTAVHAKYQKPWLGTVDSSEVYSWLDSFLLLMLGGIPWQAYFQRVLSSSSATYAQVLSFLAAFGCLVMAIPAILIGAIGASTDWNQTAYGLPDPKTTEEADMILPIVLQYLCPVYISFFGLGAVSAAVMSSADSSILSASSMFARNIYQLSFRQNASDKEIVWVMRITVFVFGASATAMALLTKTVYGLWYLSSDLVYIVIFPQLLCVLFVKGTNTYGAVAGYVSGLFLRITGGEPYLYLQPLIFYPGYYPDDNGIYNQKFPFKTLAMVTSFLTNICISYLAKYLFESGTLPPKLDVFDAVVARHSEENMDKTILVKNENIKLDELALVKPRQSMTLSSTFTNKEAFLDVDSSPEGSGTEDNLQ
Active calls of the source: *; i = inactive; · = no result given. The order is random. Share with any hit: about 0.8%.

SMILES	OX1R antag	CHT allo act
NC(=O)CC(NC(=O)Cc1ccc(Br)cc1)c1ccc(NC2CCN(Cc3ccccc3)CC2)c([N+](=O)[O-])c1 (configuration not stated)	-2	i
O=C(c1cn(-c2ccccc2)nc1-c1ccc(F)cc1)N1CCCCC1	-78	i
Cc1cccc2c(C(=O)N3CCN(C(=O)c4ccco4)CC3)cc(-c3cccc(Br)c3)nc12	-37	i
O=C(Cn1cc2c(n1)CCCC2)NCCCN1CCN(c2ccccc2F)CC1	-45	i
COc1ccc(S(=O)(=O)Nc2ccccn2)cc1	-3	i
CNC(=O)c1ccccc1S(=O)c1ccccc1COC(C)=O (configuration not stated)	-8	i
C#CCOCCOCCOCCNc1nc(N2CCN(C(=O)[C@H](CCC(=O)O)n3cc([C@@H](N)[C@H](C)CC)nn3)CC2)nc(N2CCN(C(=O)[C@H](CCCCN)n3cc([C@@H](N)CC(N)=O)nn3)CC2)n1	-3	·
Cc1ccc(S(=O)(=O)N2CCN(S(=O)(=O)c3ccc(C)cc3)C2)cc1	-27	i
Cc1cccn2c(=O)nc(SCC(=O)Nc3cccc4ccccc34)nc12	-27	i
CC1Cc2cc(S(=O)(=O)N3CCC(C(N)=O)CC3)ccc2N1C(=O)C1CC1 (configuration not stated)	-12	i
O=C(N/N=C/c1sc(=O)n(Cc2ccc(Br)cc2)c1Cl)c1ccco1	-6	i
CCCCC(NS(=O)(=O)c1ccc(C)cc1)C(=O)Oc1ccc2c3c(c(=O)oc2c1)CCC3 (configuration not stated)	-13	i
COc1ccc(C)cc1S(=O)(=O)Nc1cccc(Cl)c1	-14	i
CN(CC(=O)N1CCN(c2cccc(Cl)c2)CC1)S(=O)(=O)c1cnc[nH]1	-10	i
C=C1CCN([C@@H](Cc2ccccc2)C(=O)NCc2ccccc2)S(=O)(=O)c2ccccc21	-17	i
CCCSc1cc(Cl)nc(N)n1	3	i
O=C(Nc1ccc2cn[nH]c2c1)c1ccccc1F	-8	i
C=CCn1nc2ccccc2c1OCCO	3	i
Cc1ccc(CN(C)C(=O)C2CCC(=O)N(C3CCCCCC3)C2)cc1 (configuration not stated)	-18	i
COC(=O)c1ccc(OCC(O)Cn2nnc3ccccc32)cc1 (configuration not stated)	-14	i
CCC(O)C1CCN(Cc2cn(-c3ccc(OC)cc3)nc2-c2cccc(F)c2)CC1 (configuration not stated)	-10	i
COc1ccc(/C=C2\SC(=O)N(CCn3cnnn3)C2=O)cc1	-16	i
COc1ccc(C/C(C)=N/NC(=O)C2COc3ccccc3O2)cc1 (configuration not stated)	3	i
O=C(NCC(=O)N1CCN(Cc2ccccc2)CC1)c1cc(Cl)cc([N+](=O)[O-])c1	-11	·
CC1(C2CC2)NC(=O)N(CC(=O)Nc2ccccc2-c2ccccc2)C1=O (configuration not stated)	-30	i
O=C(NCc1ccccn1)c1nc(Cn2cc([N+](=O)[O-])cn2)no1	-1	i
O=C(NC(Cc1ccccc1)C(=O)O)c1cccnc1Cl (configuration not stated)	-9	i
O=C(Nc1ccc(C2=NCCN2)cc1)c1ccc(C(=O)Nc2ccc(C3=NCCN3)cc2)c(Cl)c1	3	i
Cc1cc(=O)oc(C)c1C(=O)OCC(=O)c1ccc2ccccc2c1	-16	i
CCn1nc(C)c(CNC(=O)C2CCC(=O)N(CCc3ccc(OC)cc3)C2)c1C (configuration not stated)	1	i
Nc1nn(S(=O)(=O)c2cccc3nsnc23)cc1-c1ccc(Br)cc1	-19	i
O=C(COC(=O)C1=COCCO1)NCCCc1ccccc1	-7	i
COc1ccc(CNC(=O)CN(c2ccc(C)cc2)S(=O)(=O)c2c(C)noc2C)cc1	-5	i
Cc1ccc(S(=O)(=O)NCC(=O)OCCOc2cccc(Cl)c2)cc1	13	·
COc1ccc(C(=O)NCc2ccc(C(=O)NCC(OC)OC)cc2)cc1OC	-9	i
CCOc1ccc(S(=O)(=O)Nc2ccccc2C(=O)NCc2ccco2)cc1	-6	i
O=C1CCCc2c1cc(C(=O)O)c(=O)n2-c1ccccc1	-11	i
Cc1cc(Nc2n[nH]c(N)c2C#N)ccc1F	6	i
COc1ccc(C(=O)C[n+]2cccc3cc(C)ccc32)cc1	-10	i
O=c1[nH]c(C(Cl)(Cl)Cl)nc2ccc3ccccc3c12	-8	i
Cc1cc(C)cc(CSc2ccc(S(=O)(=O)N3CCCC3)cn2)c1	-4	·
CCc1ccccc1NC(=O)c1cc(C)no1	-6	i
CCOC(=O)c1ccc(NCn2c(=O)oc3ccccc32)cc1	14	i
C/C(CC(=O)Nc1ccc(Cl)cc1)=N\NC(=O)C(=O)N1CCCCC1	-20	i
CCc1ccc(OCCOCC(O)CNC(C)CC)cc1 (configuration not stated)	-24	i
CCc1ccc(NC(=O)C2CC(=O)Nc3ncnn32)cc1 (configuration not stated)	-22	i
CCC[C@@H](CN[C@@H](CNC)[C@H](C)CC)NCC1CCC(C(C)(C)C)CC1 (some centres not stated)	-27	i
CCCn1c(Nc2ccccc2C)nc2ccccc21	-24	i
CCN1C(=O)[C@H]2[C@@H](c3ccc(C)cc3)N3C(=O)N(c4ccc(OC)cc4)C(=O)[C@@]3(Cc3ccc(Cl)cc3)[C@H]2C1=O	-48	i
Cc1nc(Cl)c(C(=O)NCCc2ccccc2)c(C)c1[N+](=O)[O-]	-31	i
CCn1c(CNC(=O)c2ccccc2F)cc2ccccc21	-35	i
COCCn1cnnc1SCC(=O)Nc1cc(C)on1	-7	·
CCCCN(C(=O)Cc1ccc2c(c1)OCCO2)c1c(N)n(CCC)c(=O)[nH]c1=O	-5	·
O=C(CN(C(=O)c1ccc(Cl)cc1)N1C(=O)C2C3C=CC(C3)C2C1=O)c1cccs1 (configuration not stated)	-6	i
Cc1cc(C(F)F)n2ncc(C(=O)N3CCC(C(N)=O)CC3)c2n1	-10	i
COc1cc(S(=O)(=O)N2CCN(Cc3ccc4c(c3)OCO4)CC2)ccc1NC(C)=O	-18	·
COC(=O)Cn1cnc2sc(C)c(S(=O)(=O)N3CCC(C)CC3)c2c1=O	-17	i
Cc1cccc(C)c1NC(=O)CNC(=O)C1CC(=O)N(Cc2ccccc2)C1 (configuration not stated)	-4	i
CC1CCOC(c2coc3ccccc3c2=O)O1 (configuration not stated)	-5	i
O=C(c1ccccc1Cc1ccccc1)N1CCN(S(=O)(=O)c2ccccc2[N+](=O)[O-])CC1	-27	i
(next part)
SMILES	OX1R antag	CHT allo act
O=C(Cc1cccs1)N/N=C/C(Cl)=C/c1ccccc1	-2	i
CC(=O)c1ccc(-n2nncc2C)cc1	-12	i
CC(C)(C)/C=N/NC(=O)CNC(=O)c1ccc2c(c1)OCCO2	-15	i
Cc1cc(N=Nc2ccccc2C(=O)O)c(C)c(C)c1O	-3	i
Cn1cccc1Cc1nnc(SCC(N)=O)n1CCc1ccccc1	-5	i
COc1ccc(NC(=O)CNC(=O)C23CC4CC(CC(C4)C2)C3)c(OC)c1	-29	i
CCCc1cc(=O)oc2cc(OCC(=O)NC3CC(C)(C)NC(C)(C)C3)ccc12	-16	i
CC(C)CN(CC(C)C)C(=O)COn1nnc2ccc(S(=O)(=O)N3CCOCC3)cc21	4	·
CCCCCCC(=O)NCC(=O)OCC(=O)c1ccccc1	-2	i
COc1cc(OC)cc(C(=O)NC2CCN(C(=O)N3c4ccccc4Sc4ccccc43)CC2)c1	-1	i
CCCS(=O)(=O)c1nc(S(=O)(=O)c2ccc(C)cc2)c(N2CCC(O)CC2)s1	-16	i
Cc1cc(C)n(-c2nc3ccccc3s2)n1	1	i
CN(C)S(=O)(=O)c1ccc(C(=O)N2CCN=C2SCc2cccnc2)cc1	-23	i
Nc1cc(OC(=O)c2ccco2)nn1S(=O)(=O)c1ccc(F)cc1	-10	i
CCOC(=O)Cc1csc(SCc2nc3sc4c(c3c(=O)[nH]2)CCC4)n1	-25	i
CCc1nc(C)c(C#N)c2cc(OC)c(OC)cc12	-21	i
O=C(CSc1nc2ncccc2[nH]1)c1ccc2c(c1)OCO2	-14	i
C=CCSC1=NNC(c2ccc(C(C)(C)C)cc2)=NN1	-11	i
CC(C)c1c(O)nc(SCCN2CCOCC2)[nH]c1=O	9	i
CSc1nnc(C)c(=O)n1COC(=O)c1ccc(S(=O)(=O)N(C)C)cc1	-10	i
Cn1c(SCC(=O)N2CCCC2)nnc1-c1ccc(S(=O)(=O)N2CCCC2)cc1	-3	i
COc1ccc(C(=O)Nc2c(N)nc(SCC(=O)Nc3ccc(C(C)=O)cc3)[nH]c2=O)cc1	4	i
CCCN1C(C)C(C(=O)OCC)=CN(Cc2cccc(I)c2)S1(=O)=O (configuration not stated)	-8	·
CCN(CC(=O)NCc1ccc(Cl)cc1)C(=O)c1ccc(S(=O)(=O)NCc2ccco2)cc1	-12	i
CCS(=O)(=O)c1nc(S(=O)(=O)c2ccc(C)cc2)c(N2CCOCC2)s1	-26	i
O=C(Nc1ccc(Br)cn1)C1CCN(S(=O)(=O)c2cccs2)CC1	-17	i
CC(C)C(=O)Nc1ccc2c(c1)C(=O)NC2=O	-16	i
O=C(CCNC(=O)c1ccc([N+](=O)[O-])cc1)Nc1ccccc1N1CCOCC1	5	i
CC1CCN(C(=O)c2[nH]cnc2C(=O)Nc2cccc(Cl)c2)CC1	-18	·
CCOc1ccc(S(=O)(=O)N2CCOCC2)cc1NC(=O)C1CCC1	-28	i
Brc1ccc(-c2nnc(-c3ccccc3Br)o2)cc1	-41	i
O=C(O)COc1ccccc1-c1ccccc1	-9	i
Cc1ccc(S(=O)(=O)N2CCC(=O)N(CCOC(=O)Nc3ccc(C)c(C)c3)CC2)cc1	-32	i
C#CCOCCOCCOCCNc1nc(N2CCN(C(=O)[C@H](CCCCN)n3cc([C@@H](N)C(C)CC)nn3)CC2)nc(N2CCN(C(=O)[C@H](Cc3cc4ccccc4[nH]3)n3cc([C@@H](N)C(C)CC)nn3)CC2)n1 (some centres not stated)	4	·
Cc1c(Cl)cccc1NC(=O)CCCn1nc([N+](=O)[O-])cc1C	-18	i
COC(=O)c1cc(N2CCNCC2)nc2ccccc12	-6	i
CSc1cccc(NC(=O)/C=C/c2ccccc2)c1	-16	i
CN1CCN(c2ccccc2NC(=O)c2c(F)cccc2F)CC1	-17	i
CCOc1ccc(-n2c(Cc3ccccc3)nnc2SCc2c(C)noc2C)cc1	-20	i
CN(C)S(=O)(=O)N(CC(=O)NCCSCc1ccc(Cl)cc1)c1ccccc1	-17	8*
COc1ccc(NC(=O)CSCC(=O)N2CCN(c3cccc(C(F)(F)F)c3)CC2)cc1	2	·
Cc1c(NC(=O)CC(C)C)c(=O)n(-c2ccccc2)n1C	-8	i
CCOC(=O)N1CCN(C2=CC(=O)OC23CCCCC3)CC1	-9	i
CCC1CCCCN1CCCNC(=O)Cn1c(=O)c2cccn2c2ccccc21 (configuration not stated)	-25	i
CCOC(=O)c1c(NC(=O)C[n+]2ccc(N(C)C)cc2)sc(C)c1C	-24	i
O=C(COc1ccccc1[N+](=O)[O-])OCC(=O)N1CCC(Cc2ccccc2)CC1	-13	i
COC(=O)C1=C(C)NC(C)=C(C(=O)OC)C1C(=O)OCCN1C(=O)c2ccccc2C1=O	-9	i
Cc1ccc(NC(c2ccccc2)c2nc3ccccc3[nH]c2=O)cc1 (configuration not stated)	-39	i
CCN1CCCC1CNC(=O)C1CCCN(S(=O)(=O)c2cccc3nsnc23)C1 (configuration not stated)	-17	i
CCOc1nc2cnccc2n(CC(=O)Nc2c(F)c(F)cc(F)c2F)c1=O	-5	i
Cc1onc(-c2c(F)cccc2Cl)c1C(=O)Nc1c(C)n(C)n(-c2ccccc2)c1=O	2	i
CCOC(=O)C1(CCc2ccccc2)CCN(C(=O)CCc2cnccn2)CC1	-25	i
CCOc1ccc(C(=O)OC(C)C(=O)N2CCN(Cc3ccccc3)CC2)cc1 (configuration not stated)	-27	·
CC(C)(C)NC(=O)C1Cc2ccccc2CN1 (configuration not stated)	-3	i
Cc1ccccc1C(=O)N1CCC(C(=O)NC(C)c2ccc(-n3ccnc3)cc2)CC1 (configuration not stated)	5	i
Cc1cccc(OCCC(=O)Nc2c(C)n(C)n(-c3ccccc3)c2=O)c1	-13	i
CCCC(=O)Nc1ccc2c(c1)nc(CCN1CCCCC1)n2C	-17	i
C#CCNC(=O)C1=C[C@@H](C2CC2)C[C@@H](OCCCCO)O1	-6	i
O=C1NCC(NC(=O)C(F)(F)F)c2cc3c(cc21)OCO3 (configuration not stated)	-17	i
COC(=O)C1=C(C)n2cnnc2NC1c1ccc(Cl)cc1 (configuration not stated)	-23	i
